Screening data: PubChem, National Center for Advancing Translational Sciences (NCATS)
Cycloheximide cs = counter-screen for Shiga toxin inhibitors: cycloheximide protein synthesis inhibition; cell reporter, cycloheximide protein synthesis inhibition counterscreen; 300,000 tested, 12% active; max response, %; in the data active = max response mostly above about 13%, no sharp cut-off; inactive = mostly below about 14%; note: read at 38.3 µM for the half of the compounds with a filed dose; 0% is about no effect
Shiga toxin inh = inhibitors of Shiga toxin in Vero cells; Vero cells, Shiga toxin protein synthesis inhibition reporter; inhibition, % at 38.7 µM; 290,000 tested, 9.2% active; AID 2315; in the data active = inhibition mostly above about 28%, no sharp cut-off; inactive = mostly below about 43%; note: 0% is about no effect
Sm TGR inh = blocks Schistosoma mansoni thioredoxin glutathione reductase | 360,000 tested, 3% active | AID 485364 | Q962Y6 | purified TGR, DTNB reduction, TNB absorbance 405 nm | Potency, µM (doses to about 114 µM), without a hit: at the highest dose activity change, negative = inhibition, actives largely listed as inhibitors; note: potency is the fitted concentration of half-maximal effect; % is set by controls: 0 for no effect and ±100 for the full control effect; nearly all actives have a fitted effect of over 60% in size
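TGR 20 nM + NADPH 100 uM (dispensed conc.), cpd preinc 15 min RT; start with NADPH (500 uM addition) then DTNB (15 mM addition). Kinetic TNB absorbance, 405 nm filter. Four-parameter Hill fit across titration.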
Pf growth 96h = P. falciparum growth inhibition at 96 hour, primary screen for plastid delayed-death inhibitors; AID 504834; 320,000 tested, 6.9% active; P. falciparum luciferase reporter growth, 96 h; Potency, µM (titrated, usually from 28.7 µM), inactives show at the highest dose activity change, negative = inhibition, hits mostly inhibitors; note: potency is the fitted concentration of half-maximal effect; % is set by controls: 0 for no effect and ±100 for the full control effect
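Luminescence readout: decreased luciferase signal marks inhibited growth of reporter-expressing P. falciparum in infected red cells (2% hematocrit, 0.05% parasitemia final), exposed to compound two generations (96 h, 37 C, 5% CO2).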
Pf growth 48h = inhibits P. falciparum growth in the first generation, 48 h. P. falciparum luciferase growth in erythrocytes, 48 h. Potency, µM (titrated, usually from 28.7 µM), for the others: at the highest dose activity change, negative = inhibition, usual class: inhibitors. 310,000 tested, 5.9% active. AID 504832; note: potency is the fitted concentration of half-maximal effect; % is set by controls: 0 for no effect and ±100 for the full control effect
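Parasite viability was followed by luminescence of a genomically integrated firefly luciferase. Cultures held 0.1% parasitemia at 2% hematocrit (final), incubated under 5% CO2 at 37 C.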
FBPA Giardia inh = inhibitors of Giardia lamblia fructose-1,6-bisphosphate aldolase | A8B2U2 | purified Giardia FBPA | Potency, µM (series often up to 59.6 µM), for inactives: at the highest dose activity, negative = inhibition, actives largely listed as inhibitors | 290,000 tested, 0.71% active; note: potency is the fitted concentration of half-maximal effect; % is set by controls: 0 for no effect and ±100 for the full control effect; nearly all actives have a fitted effect of over 55% in size
Target sequence (A8B2U2 whole entry, looked up): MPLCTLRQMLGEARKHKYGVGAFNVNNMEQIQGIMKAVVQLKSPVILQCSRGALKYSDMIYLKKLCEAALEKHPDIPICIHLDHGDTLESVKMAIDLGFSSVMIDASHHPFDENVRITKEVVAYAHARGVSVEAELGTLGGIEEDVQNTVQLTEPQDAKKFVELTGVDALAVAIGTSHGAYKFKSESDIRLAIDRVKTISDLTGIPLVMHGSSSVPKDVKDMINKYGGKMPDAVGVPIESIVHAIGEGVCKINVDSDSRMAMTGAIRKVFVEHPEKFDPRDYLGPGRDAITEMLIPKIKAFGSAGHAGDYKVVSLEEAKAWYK
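Giardia FBPA (40 nM reagent) was preincubated 10 min at RT with compound (up to 57.5 uM final), then substrate plus GAPDH/TPI/NAD/arsenate coupling system with diaphorase/resazurin was added; resorufin fluorescence (525/598 nm) was read after 20 min.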
The depositor's hits bear a star; ? = inconclusive; . = no result given; & = joins results of further samples; [ ] = dose if it differs, or a comment. Unless noted, calls come from the whole dose curve; as a rule, active = well fitted curve in the direction sought with a large enough effect; inconclusive = small, poorly fitted or top-dose-only effect, or another doubt; inactive = no such curve, though single readings can be large; an effect the other way counts as inactive or inconclusive.

Assay codes – A = Cycloheximide cs; B = Shiga toxin inh; C = Sm TGR inh; D = Pf growth 96h; E = Pf growth 48h; F = FBPA Giardia inh
smiles: Cc1cccc(C)c1NC(=S)N/N=C/c1ccccc1C(=O)O
  A: 1	B: -10	C: -9%	D: 55%[activator]	E: 42%[activator]	F: -12%
smiles: CCOc1ccc(N(CC(=O)NCc2ccc(F)cc2)C(=O)CCC(=O)Nc2nccs2)cc1
  A: -2	B: -13	C: -13%	D: ?	E: ?	F: -10%
smiles: CCn1c(/C=C/N(C)c2ccccc2)[n+](CC)c2ccc(Cl)cc21
  A: -1	B: -2	C: -3%	D: 0.13µM*	E: 0.74µM*	F: 0%
smiles: COc1ccc(CCNC(=O)c2cccc(S(=O)(=O)N3CCc4ccccc4C3)c2)cc1
  A: .	B: .	C: -1%	D: ?	E: 9.3µM*	F: .
smiles: COc1cccc(F)c1C(=O)NC(=O)Nc1ccc2nc(C)oc2c1
  A: 6	B: 7	C: 32µM*	D: 2.1µM*	E: 2.1µM*	F: ?
smiles: CN1CCN(c2ccc(Cl)cc2NC(=O)c2cc(=O)[nH]c3ccccc23)CC1
  A: .	B: .	C: ?	D: ?	E: ?	F: .
smiles: S=C1NCN(Cc2cccnc2)CN1c1cccc(Cl)c1
  A: -2	B: -7	C: -1%	D: -15%	E: 0%	F: 6%
smiles: O=C(Nc1ccccc1-c1ccccc1)C(=O)Nc1ccccc1-c1ccccc1
  A: -2	B: 17	C: -24%	D: ?	E: -5%	F: 4%
smiles: CS(=O)(=O)c1ccc(Cl)c(NC(=O)COC(=O)CNC(=O)c2sc3ccccc3c2Cl)c1
  A: .	B: .	C: -20%	D: 66%[activator]	E: 2%	F: .
smiles: C=C(C)COc1ccc(-c2ncnc(C(F)(F)F)c2-c2ccccc2)c(O)c1
  A: -2	B: 20	C: 0%	D: 1.7µM*	E: 1.7µM*	F: 0%
smiles: CC(=O)Nc1ccc(N(C)C)cc1[N+](=O)[O-]
  A: 24	B: 8	C: -6%	D: 0%	E: 2.6µM*	F: -21%
smiles: CC(c1nnc(SCC(=O)Nc2cc([N+](=O)[O-])ccc2F)n1Cc1ccccc1)N(C)C (configuration not stated)
  A: -4	B: -7	C: -9%	D: 5.2µM*	E: 8.3µM*	F: 2%
smiles: COC(=O)c1c(NC(=O)/C=C/C(=O)O)sc(C)c1-c1ccc(C)c(C)c1
  A: -1	B: 18	C: -4%	D: ?	E: ?	F: ?
smiles: Cc1ccccc1CNC(=O)C1CCC(=O)N(C2CC2)C1 (configuration not stated)
  A: 18	B: -30	C: -9%	D: 3%	E: 5%	F: .
smiles: CCc1ccc(NC(=O)/C(C#N)=C\c2ccc(OC)c(C(=O)O)c2)cc1
  A: -3	B: 12	C: 7%	D: 11%	E: 6%	F: -2%
smiles: CC(=O)CSc1nc2ccc(Nc3nc(N4CCOCC4)nc(N4CCOCC4)n3)cc2s1
  A: -2	B: -15	C: 0%	D: 6.6µM*	E: ?	F: -8%
smiles: CC1(C)NC(=O)N(CC(=O)OCC(=O)Nc2cccc(F)c2)C1=O
  A: -6	B: -17	C: 1%	D: 9%	E: .	F: 3%
smiles: O=C(CSc1nc(O)cc(=O)n1-c1ccccc1)Nc1ccc(Br)cn1
  A: 3	B: 2	C: .	D: 35%[activator]	E: -3%	F: 8%
smiles: CCOc1cc(/C=N/NC(=O)c2cccnc2)ccc1OCC(N)=O
  A: -4	B: -23	C: 9%	D: ?	E: -5%	F: 0%
smiles: Cc1cc(C)n2nc(SCC(=O)N(C)C)nc2n1
  A: -5	B: -20	C: -23%	D: .	E: 17%	F: 6%
smiles: C=CCn1c(SCC(=O)NC2CC2)nc2ccccc2c1=O
  A: .	B: .	C: 0%	D: ?	E: ?	F: .
smiles: C/C=C(\C)C(=O)O[C@@H]([C@H](O)c1cc2ccc(=O)oc2cc1OC)C(C)(C)O
  A: .	B: .	C: -14%	D: 49%[activator]	E: 37%[activator]	F: .
smiles: COc1ccc2[nH]c(=O)c(CN(CC3CCCO3)S(=O)(=O)c3ccccc3F)cc2c1 (configuration not stated)
  A: -3	B: 27	C: 5%	D: 17%	E: -5%	F: -1%
smiles: COc1ccc(NC(=O)c2c(N)cnn2C)cc1
  A: 18*	B: 25	C: 12%	D: ?	E: 43%[activator]	F: -3%
smiles: CC(=O)N1CC(=O)N(Cc2ccccc2)/C(=C/c2ccccc2)C1=O
  A: -2	B: -8	C: -1%	D: 45%[activator]	E: -19%	F: -4%

Following part
Assay codes – A = Cycloheximide cs; B = Shiga toxin inh; C = Sm TGR inh; D = Pf growth 96h; E = Pf growth 48h; F = FBPA Giardia inh
smiles: CN(C(=O)c1ccc(S(=O)(=O)N2CCOCC2)cc1)C1CCS(=O)(=O)C1 (configuration not stated)
  A: .	B: .	C: 1%	D: 13%	E: -14%	F: .
smiles: COc1ccc(CCNc2nc(-c3ccccn3)cs2)cc1OC
  A: 9	B: 16	C: -2%	D: ?	E: ?	F: ?
smiles: S=C(Nc1ccc2nsnc2c1)N1CCCC1
  A: 46*	B: 89*	C: 40µM*	D: 9%	E: ?	F: 6.3µM*
smiles: CCOC(=O)c1[nH]c2ccc(OCC)cc2c1NC(=O)CN1CCCC(C)C1 (configuration not stated)
  A: 13	B: 8	C: 4%	D: ?	E: ?	F: -19%
smiles: CCCC(=O)NC(=S)Nc1ccccc1F
  A: 15*	B: 74	C: ?	D: 32%[activator]	E: 23%	F: 1%
smiles: O=C(NCCS(=O)(=O)c1ccc(Br)cc1)c1ccccc1Cl
  A: -3	B: -1	C: ?	D: 26%	E: 93%[activator]	F: .
smiles: O=C1NC(=O)C2(Cc3ccccc3N3CCCC32)C(=O)N1 (configuration not stated)
  A: -3	B: -8	C: -28%	D: -46%	E: .	F: -12%
smiles: O=C(CCN1C(=O)C2C3CCC(C3)C2C1=O)Nc1cccc(Cl)c1 (configuration not stated)
  A: 18	B: 21	C: 7%	D: 32%[activator]	E: 4%	F: 4%
smiles: c1ccc2c(c1)CCc1snnc1-2
  A: -2	B: .	C: -15%	D: -21%	E: 23%	F: 3%
smiles: COCCNC(=O)c1ccccc1NC(=O)Cc1ccccc1[N+](=O)[O-]
  A: -1	B: 20	C: 15%	D: ?	E: ?	F: 4%
smiles: CCn1c(COc2ccc(Cl)cc2)nnc1SCc1nc2ccccc2[nH]1
  A: -4	B: -17	C: 7%	D: ?	E: ?	F: 4%
smiles: Cc1csc(NC(=O)CSc2nnc(-c3ccoc3C)n2C(C)c2ccccc2)n1 (configuration not stated)
  A: -1	B: -6	C: 5%	D: -46%	E: ?	F: 0%
smiles: COc1ccc(C(CNC(=O)c2cccc(S(=O)(=O)NCc3ccccc3)c2)N2CCOCC2)cc1 (configuration not stated)
  A: .	B: .	C: 2%	D: ?	E: ?	F: .
smiles: COc1ccc(Cl)cc1NC(=O)[C@@H]1CCCN1C(=O)c1cccs1
  A: 5	B: 12	C: 17%	D: ?	E: ?	F: 0%
smiles: CCOCCCn1c(-c2ccc(Cl)cc2)n[nH]c1=S
  A: -2	B: -18	C: 3%	D: .	E: 6%	F: 7%
smiles: COc1ccc(OC)c(NC(=O)C(C)SCc2nc3sc(C)c(C)c3c(=O)[nH]2)c1 (configuration not stated)
  A: .	B: .	C: -27%	D: ?	E: -29%	F: .
smiles: CC(=O)n1c2c(c3ccccc31)OC(N)=C(C#N)C2c1cccc(Cl)c1Cl (configuration not stated)
  A: 0	B: -5	C: 0%	D: -24%	E: -17%	F: -17%
smiles: CCC1CCCCN1CCCNC(=O)c1c(O)nc2c(C)cccn2c1=O (configuration not stated)
  A: -6	B: 2	C: -1%&4%	D: -23%	E: 9%	F: 16%
smiles: Cc1c(C)n2c(SCC(=O)NC3CCCCC3)nnc2[nH]c1=O
  A: .	B: .	C: -1%	D: -26%	E: -8%	F: .
smiles: CCNC(=S)N/N=C/c1cccc(/C=N/NC(=S)NCC)c1
  A: 6	B: 18	C: -24%	D: 0%	E: 19%	F: 0%
smiles: Cn1nnc2c(sc3nc(N4CCOCC4)c4c(c32)CCCC4)c1=O
  A: -1	B: -7	C: 9%	D: -13%	E: 11%	F: 2%
smiles: O=C(COC(=O)c1cnccn1)Nc1c(Cl)cc(Cl)cc1Cl
  A: .	B: .	C: -6%	D: -27%	E: 2%	F: .
smiles: O=C(C1CCCN(c2ncnc3c2nc2n3CCCCC2)C1)N1CCN(c2ccc(Cl)cc2)CC1 (configuration not stated)
  A: -2	B: -4	C: 5%	D: -15%	E: 12µM*	F: -2%
smiles: Nc1c(S(=O)(=O)c2ccccc2)c2nc3ccccc3nc2n1C1CC1
  A: -3	B: -11	C: -1%	D: ?	E: ?	F: 4%
smiles: Cc1ccc(S(=O)(=O)NCCc2nnc3ccc(SCc4cccnc4)nn23)cc1
  A: 7	B: -7	C: 11%	D: ?	E: ?	F: 3%

New compounds follow
Assay codes – A = Cycloheximide cs; B = Shiga toxin inh; C = Sm TGR inh; D = Pf growth 96h; E = Pf growth 48h; F = FBPA Giardia inh
smiles: Cc1ccc(NC(=O)CO/N=C/c2ccccc2C)c(C)c1
  A: 2	B: 9	C: -1%	D: 2.3µM*	E: ?	F: 0%
smiles: COCCNc1nc(=S)[nH]c2cc(OC)c(OC)cc12
  A: -2	B: -10	C: -5%	D: 77%[activator]	E: -5%	F: 2%
smiles: Cc1ccccc1-n1c(SCC(=O)N/N=C/c2sccc2C)nc2ccccc2c1=O
  A: -3	B: -11	C: -7%	D: ?	E: ?	F: 10%
smiles: Cc1cccc2sc(NC(=O)c3cccc(S(=O)(=O)N4CCc5ccccc54)c3)nc12
  A: -1	B: -6	C: -2%	D: 35%[activator]	E: -9%	F: 4%
smiles: C=CCc1cccc(CNc2ccc(Br)cc2)c1O
  A: 7	B: 6	C: 0%	D: ?	E: 12µM*	F: -8%
smiles: CC(Oc1ccc(F)cc1)C(=O)Nc1ccccc1C(=O)NC1CC1 (configuration not stated)
  A: .	B: .	C: 0%	D: -23%	E: ?	F: .
smiles: CC(C)CN(CC(C)C)C(=O)c1cc(S(=O)(=O)N2CCCCC2)c[nH]1
  A: -3	B: 10	C: -7%	D: ?	E: ?	F: .
smiles: COc1ccc(C2NC(=O)NC(C)=C2C(=O)Nc2cccc(C)c2C)cc1 (configuration not stated)
  A: -2	B: -8	C: 7%	D: 28%	E: 21%	F: 6%
smiles: O=C(Nc1ccccc1N1CCOCC1)c1ccc2c(c1)C(=O)N(Cc1ccncc1)C2=O
  A: -6	B: -2	C: -9%	D: ?	E: ?	F: -1%
smiles: CC(/C=N/NC(=O)c1ccccn1)=C\c1ccco1
  A: 33*	B: 94*	C: 35µM*	D: -14%	E: 114%[activator]	F: 20µM*

Record cards (already shown). Order of screens: Cycloheximide cs | Shiga toxin inh | Sm TGR inh | Pf growth 96h | Pf growth 48h | FBPA Giardia inh
Shown for CC(/C=N/NC(=O)c1ccccn1)=C\c1ccco1 : 33* | 94* | 35µM* | -14% | 114%[activator] | 20µM*
Shown for CC(C)CN(CC(C)C)C(=O)c1cc(S(=O)(=O)N2CCCCC2)c[nH]1 : -3 | 10 | -7% | ? | ? | .
Shown for Cc1ccc(NC(=O)CO/N=C/c2ccccc2C)c(C)c1 : 2 | 9 | -1% | 2.3µM* | ? | 0%
Shown for Cc1ccccc1-n1c(SCC(=O)N/N=C/c2sccc2C)nc2ccccc2c1=O : -3 | -11 | -7% | ? | ? | 10%
Shown for C=CCc1cccc(CNc2ccc(Br)cc2)c1O : 7 | 6 | 0% | ? | 12µM* | -8%
